# Assay outcomes: PubChem BioAssay, NCI
# Growth percent in the NCI-60 one-dose screen (48 h, 10 µM unless noted): 100 = growth as untreated, 0 = no growth, -100 = all killed.
# KM12 – KM12 colon cancer cells | hit rate 5% among 82,000
# COLO 205 – COLO 205 colon cancer | hit rate 7.3% among 79,000 | AID 1794742
# IGROV1 – IGROV1 ovarian cancer; hit rate 4.7% among 79,000
# NCI-H226 – NCI-H226 lung cancer. hit rate 3.5% among 79,000
# NCI-H23 – NCI-H23 lung cancer. hit rate 4% among 80,000
# NCI-H322M – NCI-H322M lung cancer; hit rate 2.7% among 80,000
# NCI-H522 – NCI-H522 lung cancer; hit rate 8% among 78,000
# NCI-H460 – NCI-H460 lung cancer | hit rate 6.8% among 82,000
# NCI/ADR-RES – NCI/ADR-RES ovarian cells | hit rate 4.4% among 81,000 | AID 1794790
# The depositor's hits bear a star; nt = not tested or not shown; & = joins results of further samples; [ ] = dose if it differs, or a comment. Rule for the calls: active = growth percent below 10; inactive = the rest.
# Each structure is followed by: KM12	COLO 205	IGROV1	NCI-H226	NCI-H23	NCI-H322M	NCI-H522	NCI-H460	NCI/ADR-RES
> NC(=O)c1cc2c(n1Cc1ccccc1)-c1nc(N)ncc1CCC2
 : 102	90	101	99	98	108	95	105	100
> COc1ccc2c(c1OC)CN(C)CCc1cc3c(cc1C(=O)C2)OCO3
 : 105	108	115	109	103	109	88	104	101
> COc1c(NC=O)c2c(c([N+](=O)[O-])c1OC)C(=O)OC2
 : 102&109	114&108	103	103&110	98&113	98	112&99	100&115	108&117
> Cn1c(=O)c2[nH]c(C3CC=CCC3)nc2n(C)c1=O (stereo not drawn)
 : 108	97	111	103	98	102	98	109	112
> COc1ccc(/C=N/NC(=O)c2c(N)nn(C)c2Nc2ccccc2)cc1Oc1ccccc1
 : 93	117	94	92	90	89	94	102	93
> Cc1ccc(Nc2nc(=O)[nH]c(N)c2N=O)cc1C
 : 104	107	100	91	93	101	95	103	99
> O=C(O)c1cccc(CN2CCN(c3cc4c(cc3F)c(=O)c(C(=O)O)cn4C3CC3)CC2)c1O
 : 104	103	101	106	101	111	87	106	101
> CN1CCC(NS(=O)(=O)c2ccc(NC(=O)CN(c3ccc(F)cc3)S(=O)(=O)c3ccc(Cl)cc3)cc2)CC1
 : 97	nt	92	84	93	90	64	94	100
> CSc1ccc2c(c1)N(C(=O)/C(C#N)=C/c1ccc(C#N)cc1)c1ccccc1S2
 : 104	106	108	102	100	100	90	102	101
> O=C(O)c1ccc(-c2nn(-c3ccc(C(F)(F)F)cc3)cc2CNc2ccc(Cl)c(C(=O)O)c2)cc1
 : 105	119	120	102	105	106	94	103	108
> COc1ccc(-c2nn(-c3ccccc3)cc2/C=C/C(=O)c2cc3ccccc3oc2=O)cc1
 : 103	121	98	112	112	102	100	107	104
> Nc1c2c(nc3ccc(Cl)cc13)CC(c1ccc(Cl)cc1)CC2=O (stereo not drawn)
 : 101	115	107	110	103	105	99	104	102
> CN(C)CCCN1c2ccccc2CCc2ccccc21
 : 103	78	95	104	129	108	88	113	107
> CS(=O)(=O)Nc1cc(-c2ccc3ncnc(N4CCc5cc(F)c(Cl)cc54)c3c2)cnc1Cl
 : 14	-1.5*	-34*	8.2*	4.9*	8.8*	18	12	12
> CCc1ncc(C[n+]2csc(CCO)c2C)c(N)n1
 : 98	nt	111	115	95	79	72	108	106
> C#Cc1nc(C2=C(C)/C(=N/OCc3ccccc3)CC2)cs1
 : 20	83	-68*	48	nt	93	-57*	40	-3.3*
> Nc1ccc(-c2nnc(SCc3ccc(O)c4ncccc34)n2-c2ccccc2)cc1
 : 18	4.4*	14	44	13	24	17	5.7*	45
> Clc1cc2cc(-c3nc4ccccc4[nH]3)c(Cl)nc2cc1Cl
 : 87	92	76	91	79	nt	85	101	90
> O=C(O)c1cccc(C(=O)O)c1C(=O)O
 : 99	119	109	100	105	92	100	104	105
> CC(C)Cc1ccc(C(C)C(=O)NCCc2c[nH]c3ccccc23)cc1 (stereo not drawn)
 : 93	114	88	98	97	105	89	110	100
> NS(=O)(=O)c1ccc(Cl)c(Cl)c1
 : 107	102	96	96	102	91	72	110	102
> Clc1ccc(C=Nc2ccc(Cl)cc2)cc1
 : 98	112	103	97	103	102	93	107	101
> Cc1ccc(Nc2nc(NCCO)c3ccccc3n2)cc1C
 : 9.7*	-66*	20	1.0*	16	55	-21*	-2.1*	nt
> [O-]c1on[n+]2c1CCCC2
 : 104	125	102	99	97	104	113	105	108
> COc1ccc(Nc2[nH]n3c(=O)cc(-c4ccccc4)nc3c2C(N)=O)c(OC)c1
 : 95	96	83	96	104	89	107	103	99
> Cc1cc(CSc2ccccc2C(=O)N2CCN(CC(=O)Nc3ccccc3Cl)CC2)no1
 : 104	107	91	96	96	nt	74	105	95
> C#CC(CC(C)CC(C)(C)C)N(C)C (stereo not drawn)
 : 106	113	109	93	103	121	nt	119	109
> Nc1nc2c(ncn2[C@@H]2O[C@H](C(=O)O)[C@@H](O)[C@H]2O)c(=O)[nH]1
 : 98	nt	105	nt	101	104	97	107	106
> COC(=O)C(OC(C)=O)C(OC(C)=O)c1ccc(OC)c(OC)c1 (stereo not drawn)
 : 102	123	114	98	97	93	86	104	94
> COC(=O)C(Cc1ccc(O)cc1)n1cc(COc2nc(Cl)nc(Nc3ccc(N4CCOCC4=O)cc3)n2)nn1 (stereo not drawn)
 : 99	117	103	108	98	103	96	113	100
> COc1ccc(-c2cc(-c3cn(-c4cccc(Cl)c4)nc3-c3ccc(OC)cc3)nc(N)n2)cc1
 : 92	102	91	89	81	93	88	90	92
> CCOC(=O)/C(=C(\[O-])OCC)[n+]1ccccc1
 : 109	102	119	99	89	102	101	107	89
> CCCCc1c(C)[nH]c2c(OC)cccc2c1=O
 : 38	89	70	88	64	121	44	49	53
> CNC(=O)c1c(NC(=O)c2ccc(C(C)(C)C)cc2)sc2c1CCC(=O)C2
 : -8.0*	nt	4.7*	-2.5*	6.6*	35	-37*	1.8*	8.7*
> COc1ccc2nc3cc(Cl)ccc3c(N3CCN(c4nccc(Oc5ccccc5)n4)CC3)c2c1
 : 86	110	88	100	81	93	64	94	83
> COc1ccc(Nc2ncc(Br)c(NCCCNC(=O)C3CCCC3)n2)cc1
 : 23	22	14	28	30	58	66	24	52
> O=C(Cc1cccc2ccccc12)N/N=C/c1ccc2c(c1)CCC2
 : 54	82	48	97	89	84	23	81	31
> CSc1nnc(-c2ccc(NC(=O)c3cccnc3)cc2)o1
 : 109	101	100	120	105	105	37	109	107
> COc1cc(C)ccc1Oc1nc(Nc2ccc(N3CCOCC3)cc2)ncc1NC(=O)Nc1cc(C(F)(F)F)cc(C(F)(F)F)c1
 : 63	109	64	84	72	nt	73	25	47
> O=C(NN1C(=O)CSC1c1ccccc1)c1ccc(NC(=O)c2ccccn2)cc1 (stereo not drawn)
 : 103	102	103	108	90	88	99	100	89
> N#C/C(=C\c1ccc2c(c1)OCO2)C(=O)Nc1sc2c(c1C#N)CCCC2
 : 98	119	103	98	99	101	94	108	101
> Nc1nn(C(=O)Nc2ccc(Cc3ccccc3)cc2)c2ccc(Cl)cc12
 : 66	35	76	63	70	66	73	29	67
> O=C1/C(=C\c2cccn2C(=O)c2ccccc2)c2ccccc2N1c1c(Cl)cccc1Cl
 : 65	98	71	70	75	94	71	95	82
> COc1cc2c(cc1C)C(=O)c1ccccc1-2
 : 102	106	105	102	101	90	73	110	105
> CCC(C)C(N)C(=O)NC(CC(C)C)C(=O)N1CCCC1C(=O)NC(Cc1c[nH]c2ccccc12)C(=O)NC(CCCCN)C(=O)NC(Cc1c[nH]c2ccccc12)C(=O)N1CCCC1C(=O)NC(Cc1c[nH]c2ccccc12)C(=O)NC(Cc1c[nH]c2ccccc12)C(=O)N1CCCC1C(=O)NC(Cc1c[nH]c2ccccc12)C(=O)NC(CCCNC(=N)N)C(=O)NC(CCCNC(=N)N)C(N)=O (stereo not drawn)
 : 64	97	58	112	104	100	98	107	92
> Cc1c(C(=O)OCCCCOC(=O)c2c(C)n(C)c3scc[n+]23)[n+]2ccsc2n1C
 : 118	119	110	91	101	112	100	108	110
> CC(=O)Nc1ncc2c(n1)-c1cccn1CC2
 : 106	121	121	101	113	107	107	115	108
> CCC(NC(N)=O)C(CC)NC(N)=O (stereo not drawn)
 : 126	122	82	106	108	90	121	111	104
> O=C1/C(=C/c2ccc(OCc3ccccc3F)cc2)Oc2cc(O)ccc21
 : 64	108	85	91	46	78	24	57	62
> Cc1ccc(C)c(CC(N)C(=O)O)c1 (stereo not drawn)
 : 96	108	109	87	97	101	100	98	96
> COc1ccc(N2C(=N)C(=S)N(c3ccc(OC)cc3)C2=O)cc1
 : 94	103	100	101	96	92	68	106	105
> Cc1cc(C)c2c(c1)N(C)c1ncnc(-n3cnc4cc(C)ccc43)c1CC2C (stereo not drawn)
 : 23	0.3*	45	50	38	48	-0.3*	7.3*	15
> CCOC(=O)C1=NN=C(N2C(=S)NC(=O)C2CC(C)C)/C1=C\c1ccc(Cl)cc1 (stereo not drawn)
 : 100	106	97	97	105	98	98	106	107
> Cc1nc2ccccc2c(=O)n1-c1cccc(OCc2cn(-c3ccc(O)cc3)nn2)c1
 : 103	112	118	106	104	106	81	nt	108
> Cc1nc2sc(C(=O)Nc3ccc4c(c3)OCCO4)c(N)c2cc1C(C)O (stereo not drawn)
 : 88	55	108	100	93	107	95	109	101
> COS(=O)OCCCl (stereo not drawn)
 : 107	108	100	100	99	94	82	111	100
> Cc1csc(Nc2cccc(Nc3nc(C)cs3)c2)n1
 : 88	87	77	85	58	96	73	76	67
> Cn1nc(C(C)(C)C)c(C#N)c1Nc1ccccc1
 : 115	113	122	92	88	107	107	108	103
> Nc1c(Br)cccc1Br
 : 112	118	102	107	107	124	99	108	109
> CCOC(=O)c1c(C)c2c(n1Cc1ccccc1)CSc1cc(C(=O)c3ccccc3)c(=O)[nH]c1-2
 : 63[100 µM]	89[100 µM]	83[100 µM]	97[100 µM]	69[100 µM]	63[100 µM]	67[100 µM]	75[100 µM]	68[100 µM]

# Following part.
# Each structure is followed by: KM12	COLO 205	IGROV1	NCI-H226	NCI-H23	NCI-H322M	NCI-H522	NCI-H460	NCI/ADR-RES
> CC(=O)Nc1ccc(O)c2ccccc12
 : 97	116	105	109	96	nt	88	107	101
> CCOC(=O)C(CC(CO)(C(C)=O)C(=O)OCC)C(C)=O (stereo not drawn)
 : 103	108	95	105	106	86	nt	108	110
> Nc1nc2c(c(-c3nc(N)nc4c3CCC4)n1)CCC2
 : 108	114	113	97	104	105	113	108	105
> N#Cc1ccc(-c2nn(-c3ccc(C(=O)O)cc3)cc2CNc2cccc(Br)c2)cc1
 : 22	117	79	44	11	85	73	38	13
> CCc1ccccc1N/N=C/c1cn(-c2ccc(C(=O)O)cc2)nc1-c1cc2ccccc2oc1=O
 : 89	119	77	102	94	91	85	98	105
> O=c1oc2cc(OS(=O)(=O)c3ccccc3)c(Cl)cc2c2c1CCCCCC2
 : 92	94	84	82	80	95	73	96	67
> COc1cc(C2CC(c3cccc(Nc4ccncc4)c3)=Nc3c(N)nc(N)nc3N2)cc(OC)c1OC (stereo not drawn)
 : 99	107	100	91	100	94	94	96	105
> CSC(=O)NC(=O)NC(=O)c1ccc([N+](=O)[O-])cc1
 : 107	108	73	100	101	108	85	109	102
> CCc1c(C)c2ccc(O)c(-c3cc(-c4ccccc4)c(C#N)c(N)n3)c2oc1=O
 : 90	106	102	87	85	92	87	87	86
> Cn1ncc2c(N)ncnc21
 : 111	104	nt	102	96	107	86	102	100
> COc1ccc(C(=O)/C=C/c2ccc(OCc3ccc(C)cc3)c(OC)c2)cc1OC
 : 52	95	84	59	nt	70	72	60	54
> CC(=O)O[C@H]1C(=O)N(Cc2ccncc2)C(=O)[C@@H]1OC(C)=O
 : 104	106	105	92	96	98	76	103	108
> CC(C)=C1CCC(C)C/C1=N/NC(=O)c1ccncc1 (stereo not drawn)
 : 113	96	105	108	102	104	93	105	111
> O=c1[nH]c(=S)[nH]cc1Cc1ccccc1
 : 102	126	98	96	91	99	85	96	100
> Cc1nn(-c2ccccc2)c2nc3nc4c(c(N)c3c(-c3ccc(Cl)cc3)c12)CCC4
 : 97	67	85	94	nt	nt	102	73	95
> CCOC(=O)N1CCN(Cc2c(O)ccc3ccccc23)CC1
 : 104	127	nt	93	110	106	90	104	123
> O=C(COc1ccc(/C=C2\Cc3ccc(Cl)cc3C2=O)cc1)Nc1nccs1
 : 115	124	nt	98	89	118	-7.8*	95	87
> Nc1nn2c(-c3cccs3)ccnc2c1N=Nc1ccc(S(N)(=O)=O)cc1
 : 103	123	112	91	96	113	91	102	99
> COc1cc(/C=C/C(=O)O)ccc1OCc1cn(-c2ccc(Cl)cc2)nn1
 : 103	107	111	108	105	105	89	105	105
> Cc1cc(C)nc(NS(=O)(=O)c2ccc(N)cc2)n1
 : 106	107	113	95	105	102	105	109	106
> CCCNC(=O)Oc1ccc(/C(=C(/CC)Cc2ccccc2)c2ccc(OCCN(CC)CC)cc2)cc1
 : 69	-49*	86	87	84	87	77	nt	75
> CCOC(=O)C(Cc1ccc(OC)c(OC)c1C)(NC(C)=O)C(=O)OCC
 : 104	105	111	89	93	103	94	106	105
> N#CCCN(CCCN1CCOCC1)CN1C(=O)c2ccccc2C1=O
 : 112	109	102	98	102	91	92	111	109
> CNc1ccccc1C(N)=O
 : 101	115	100	103	99	97	98	108	98
> Nc1c(C(=O)c2ccc3c(c2)OCO3)sc2nc(-c3ccc4c(c3)OCO4)cc(C(F)F)c12
 : 100	107	100	95	96	102	89	98	92
> Cc1nc(-c2ccc(Br)cc2)ccc1C(=O)N/N=C/c1ccccc1
 : 100	102	112	89	97	105	88	104	101

# Retrieved by structure from the list above:
# Each structure is followed by: KM12	COLO 205	IGROV1	NCI-H226	NCI-H23	NCI-H322M	NCI-H522	NCI-H460	NCI/ADR-RES
> O=C(Cc1cccc2ccccc12)N/N=C/c1ccc2c(c1)CCC2
 : 54	82	48	97	89	84	23	81	31
> COc1cc(C2CC(c3cccc(Nc4ccncc4)c3)=Nc3c(N)nc(N)nc3N2)cc(OC)c1OC (stereo not drawn)
 : 99	107	100	91	100	94	94	96	105
> CCOC(=O)N1CCN(Cc2c(O)ccc3ccccc23)CC1
 : 104	127	nt	93	110	106	90	104	123
> O=C(O)c1cccc(CN2CCN(c3cc4c(cc3F)c(=O)c(C(=O)O)cn4C3CC3)CC2)c1O
 : 104	103	101	106	101	111	87	106	101
> CCCNC(=O)Oc1ccc(/C(=C(/CC)Cc2ccccc2)c2ccc(OCCN(CC)CC)cc2)cc1
 : 69	-49*	86	87	84	87	77	nt	75
> CSc1nnc(-c2ccc(NC(=O)c3cccnc3)cc2)o1
 : 109	101	100	120	105	105	37	109	107
> CCc1ncc(C[n+]2csc(CCO)c2C)c(N)n1
 : 98	nt	111	115	95	79	72	108	106
